Autophagy HCS: alters autophagy in cells; calls only at 10 µM (by protocol); AID 463193; MEF GFP-LC3 puncta imaging; test concentration mostly 10 µM; 0.98% of 190,000 active;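 active means percentage of spot-positive cells more than 3 SD above its plate mean, without a fluorescence outlier flag or 80% toxicity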;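 further: spot-positive cell cutoff set from DMSO-treated cells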
Lipid droplet: hepatic lipid droplet formation modulation; 0.4% of 240,000 active; AML12 mouse hepatocytes, oleate lipid droplets, BODIPY imaging; inhibition, % at 6.5 µM;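 active means lipid droplet intensity inhibited by at least 50%, with more than 500 cells counted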
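material = mouse AML12 hepatocyte cell line, fixed after treatment | also added = 100 µM oleic acid challenge | doses = compound at 6.5 µM only | schedule = overnight exposure | technique = Image-based BODIPY and DAPI two-channel analysis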
Insulin prom up: MIN6 insulin promoter up-regulation; MIN6 insulin promoter-GFP reporter, high-content imaging; active compounds read high; z-score at 5 µM; 0.3% of 190,000 active;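 active means z-score above 3 at 5 µM with at least 500 cells counted in the well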
T cell HTS: T cell immune modulators affecting CD8 T cell-vesicle binding; calls only at 7 µM; 0.068% of 330,000 active; AID 2052; 2C CD8+ T cell-vesicle binding, flow cytometry; active compounds read low;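 active means response, share of CD8 T cells binding vesicles, and their 90th percentile fluorescence all below set limits, cut at about 80% in these data, passing the limit was not always enough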
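Test system: purified 2C TCR transgenic mouse naive CD8+ T cells. Probe or stimulus: QL9-peptide-loaded Drosophila micro-vesicles bearing Ld, ICAM-1 and B7-1. Incubation: binding step 1.5 h, 37 °C, antibody labelling 20 min, ice. Measured by: flow cytometry of vesicle-bound cells.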
b-catenin transl: modulators of beta-catenin nuclear translocation; HeLa beta-catenin nuclear translocation, immunofluorescence imaging; nuclear translocation activity, % at 5 µM; 0.3% of 190,000 active;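 active means nuclear translocation activity above 50% at 5 µM, with a well cell count of 50 or more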;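 further: per-cell ratio of nuclear to cytoplasmic median beta-catenin stain intensity; plate controls were DMSO negative control for no effect and GSK-3 inhibitor IX positive control for full effect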
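assay system = human HeLa cells, endogenous beta-catenin | times = compound treatment 24 h, 37°C, 5% CO2 | detection = Anti-beta-catenin immunofluorescence on PFA-fixed, Triton-permeabilized cells, DAPI nuclei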
human PMI inhibitors: MPI inhibition at elevated mannose 6-phosphate – biochemical, fluorescence intensity, high mannose 6-phosphate, primary screen (AID 1220) | recombinant PMI enzyme, coupled fluorescence intensity; higher % means a stronger effect | inhibition, % at 20 µM; hits with a dose series show IC50 in µM | 0.66% of 190,000 active
TNAP activators: stimulation of alkaline phosphatase TNAP activity – biochemical, luminescent, no phosphate acceptor, uHTS, primary screen (AID 1001); purified TNAP, luminescent activation assay, no phosphate acceptor; higher activation fold means a stronger effect; activation fold at 20 µM, or EC50 in µM where a hit was titrated; 0.03% of 200,000 active; in the data active means activation fold from about 3, or a potency from the dose series; inactive means the rest, 99 in 100 with activation fold below about 1.6; further: many of its hits are not listed in these tables
MT stabilizer: microtubule stabilizers in HeLa cells | % tubulin-high responders, % at 10 µM | 0.83% of 200,000 active | HeLa tubulin immunostaining HCS, 24 h; share of cells brighter than vehicle mean+2SD;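 active means plate Z-score above 3 for both tubulin-high and condensed-nucleus cell shares, with cell loss under 80%, at 10 µM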;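 further: anti alpha tubulin signal scored within the nucleus-defined area of each cell; some results filed as inactive read as strong as hits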
PMI inhibitors: MPI enzyme activity inhibition – biochemical, fluorescence intensity, coupled assay, primary screen (AID 1209); purified PMI enzyme, coupled fluorescence intensity; higher % means a stronger effect; inhibition, % at 20 µM, or IC50 in µM where a hit was titrated; 0.42% of 190,000 active;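 further: plate controls were DMSO vehicle for no effect and wells lacking substrate for full effect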
Insulin prom up cell count: second read-out of Insulin prom up, no call of its own (marks repeat the call); cell count; measured here: cytotoxicity, nuclei count;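 total cells summed across four imaged fields per well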
Lipid droplet cells 6.5 µM: recorded beside Lipid droplet, whose call it bears; cell count; measured here: cell count, cytotoxicity flag;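 cells counted across two imaged fields per well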
b-catenin transl cell count 5 µM: recorded beside b-catenin transl, whose call it bears; cell count; measured here: cell count, cytotoxicity flag
T cell HTS vesicle-bound %: further read-out of T cell HTS, marked with its call; double positive events, %; measured here: CD8+ vesicle-bound cell fraction;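 binding gate set so that unloaded-vesicle control wells show 10% double positive cells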
MT stabilizer Hoechst-high %: recorded beside MT stabilizer, whose call it bears; % Hoechst-high responders; measured here: nuclear condensation Hoechst responders;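 share of cells brighter than vehicle mean plus two SD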
MT stabilizer cytotoxicity %: also measured in MT stabilizer; calls as there; toxicity, %; measured here: cytotoxicity by cell density;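 0% = mean cell density of plate MIN control wells and 100% = no cells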
Autophagy HCS cell loss 18 h: also measured in Autophagy HCS; calls as there; toxicity, %; measured here: cell loss, nuclei count;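 cell loss after 18 h compound exposure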
Numbers without * were called inactive; i = inactive; / = no result given. Unless noted, no stated cut-off is given here; in the data, active means inhibition above about 50%; inactive means the rest.

SMILES	Autophagy HCS	Autophagy HCS cell loss 18 h	Lipid droplet	Lipid droplet cells 6.5 µM	Insulin prom up	Insulin prom up cell count	T cell HTS	T cell HTS vesicle-bound %	b-catenin transl	b-catenin transl cell count 5 µM	human PMI inhibitors	TNAP activators	MT stabilizer	MT stabilizer Hoechst-high %	MT stabilizer cytotoxicity %	PMI inhibitors
CC1CCCN(c2nc(NCc3ccco3)nc(N)c2[N+](=O)[O-])C1 (stereo not given)	i	-15	9	607	-0.05	1268	i	39	-0.5	957	15%	0.9	3.8	1.6	10	15%
Cc1ccc(-c2csc(N(CCc3ccccc3)C(=O)COc3ccccc3)n2)cc1	i	-6	/	/	/	/	i	50	/	/	6%	1	0.8	2.8	8.4	13%
COc1ccc2[nH]c3c(=O)n(CCCCC(=O)N4CCCC4)c(=S)[nH]c3c2c1	i	-7	/	/	-0.98	1377	i	11	-1.1	914	8%	1	2.7	3.6	11	12%
COc1ccc(OC)c(NC(=O)C2CCN(S(C)(=O)=O)CC2)c1	i	-5	-6	738	-0.39	1280	i	0	/	/	5%	1.1	3.8	1.6	2.3	8%
COc1ccccc1N1CCN(C(c2cccs2)c2nnnn2C2CCCC2)CC1 (stereo not given)	i	7	-18	751	-0.7	1166	i	7	-6.1	1233	8%	1.1	2.6	2.0	11	13%
COc1ccc(S(=O)(=O)N2CCOCC2)cc1NC(=O)c1cc2c(s1)CCCC2	i	0	0	361	0.01	1353	i	20	-1.4	1095	5%	1.2	3.3	2.3	8.3	21%
CC(=O)Nc1ccc(CN2CCCC(C(=O)c3cccc(C(F)(F)F)c3)C2)cc1 (stereo not given)	i	-25	-7	641	0.79	1380	i	52	-0.1	1121	10%	1	4.6	2.1	5.3	13%
COc1cccc(NC(=S)NCc2cccs2)c1	i	-11	-20	619	-0.9	1285	i	42	3.3	534	1%	1.1	2.5	3.5	9.7	-5%
Cc1cccc(NC(=O)CN2C(=O)S/C(=C\c3ccc(O)c([N+](=O)[O-])c3)C2=O)c1	i	10	-2	685	0.09	1371	i	54	0.9	1069	5%	1	2.1	1.5	1.4	-7%
CCCCC(=O)N1CCCC(C)C1 (stereo not given)	/	/	0	673	0	1451	i	10	-0.4	1056	/	/	/	/	/	/
CCCC[C@@H]1C[C@H]1[C@@H](NC(=O)c1ccco1)c1ccc(Cl)cc1	i	1	-61	715	0.76	1114	/	/	-2.0	569	9%	1.1	2.7	2.2	6.1	7%
O=c1c(Cc2c(F)cccc2Cl)c(O)ccn1Cc1ccc(F)cc1	i	6	4	692	-1.1	1610	i	2	0.4	1028	4%	1	3.7	2.5	4.6	9%
CS(=O)(=O)Nc1ccc(C2=NN(C(=O)c3ccco3)C(c3cccc(F)c3)C2)cc1 (stereo not given)	i	16	-10	665	/	/	i	38	1.0	1085	-6%	0.8	2.9	2.6	10	-9%
CC(C)CCN1CC(O)=C(c2nc3ccccc3[nH]2)C1=N	i	19	-13	749	-0.81	1327	i	49	-0.4	1153	3%	2	2.3	1.5	8.3	5%
CCC(C)c1c(O)nc(SCC(=O)Nc2ccccc2)[nH]c1=O (stereo not given)	i	-6	5	795	0.04	786	i	25	6.7	966	7%	1	1.3	0.7	5.5	12%

A second format for some results above:
Every second line gives: Autophagy HCS | Autophagy HCS cell loss 18 h | Lipid droplet | Lipid droplet cells 6.5 µM | Insulin prom up | Insulin prom up cell count | T cell HTS | T cell HTS vesicle-bound % | b-catenin transl | b-catenin transl cell count 5 µM | human PMI inhibitors | TNAP activators | MT stabilizer | MT stabilizer Hoechst-high % | MT stabilizer cytotoxicity % | PMI inhibitors
> CC(=O)Nc1ccc(CN2CCCC(C(=O)c3cccc(C(F)(F)F)c3)C2)cc1 (stereo not given)
 : i | -25 | -7 | 641 | 0.79 | 1380 | i | 52 | -0.1 | 1121 | 10% | 1 | 4.6 | 2.1 | 5.3 | 13%
> COc1cccc(NC(=S)NCc2cccs2)c1
 : i | -11 | -20 | 619 | -0.9 | 1285 | i | 42 | 3.3 | 534 | 1% | 1.1 | 2.5 | 3.5 | 9.7 | -5%
> Cc1cccc(NC(=O)CN2C(=O)S/C(=C\c3ccc(O)c([N+](=O)[O-])c3)C2=O)c1
 : i | 10 | -2 | 685 | 0.09 | 1371 | i | 54 | 0.9 | 1069 | 5% | 1 | 2.1 | 1.5 | 1.4 | -7%
> CCCCC(=O)N1CCCC(C)C1 (stereo not given)
 : / | / | 0 | 673 | 0 | 1451 | i | 10 | -0.4 | 1056 | / | / | / | / | / | /
> CCCC[C@@H]1C[C@H]1[C@@H](NC(=O)c1ccco1)c1ccc(Cl)cc1
 : i | 1 | -61 | 715 | 0.76 | 1114 | / | / | -2.0 | 569 | 9% | 1.1 | 2.7 | 2.2 | 6.1 | 7%
> O=c1c(Cc2c(F)cccc2Cl)c(O)ccn1Cc1ccc(F)cc1
 : i | 6 | 4 | 692 | -1.1 | 1610 | i | 2 | 0.4 | 1028 | 4% | 1 | 3.7 | 2.5 | 4.6 | 9%
> CS(=O)(=O)Nc1ccc(C2=NN(C(=O)c3ccco3)C(c3cccc(F)c3)C2)cc1 (stereo not given)
 : i | 16 | -10 | 665 | / | / | i | 38 | 1.0 | 1085 | -6% | 0.8 | 2.9 | 2.6 | 10 | -9%

More compounds
SMILES	Autophagy HCS	Autophagy HCS cell loss 18 h	Lipid droplet	Lipid droplet cells 6.5 µM	Insulin prom up	Insulin prom up cell count	T cell HTS	T cell HTS vesicle-bound %	b-catenin transl	b-catenin transl cell count 5 µM	human PMI inhibitors	TNAP activators	MT stabilizer	MT stabilizer Hoechst-high %	MT stabilizer cytotoxicity %	PMI inhibitors
Cc1c(C(=O)NCCCn2ccnc2)oc2ccccc12	i	-3	-16	604	/	/	i	29	0.3	1524	7%	1	2.1	1.7	11	8%
CCS(=O)(=O)NCCNc1ccc([N+](=O)[O-])cc1	i	5	22	684	/	/	i	23	-0.4	1570	28%	0.9	1.6	1.0	6.7	12%
O=C(O)c1cccc(NC2=Nc3cccc4cccc2c34)c1	/	/	2	672	-0.17	1121	i	22	-0.1	1315	/	/	/	/	/	/
O=c1c2ccsc2ncn1Cc1ccccc1F	i	-1	/	/	0.23	1506	i	55	-0.7	1363	7%	1.1	1.6	1.8	4.9	0%
COCCN(C(=O)CNC(=O)c1cccs1)C(C(=O)NC1CCCC1)c1cccs1 (stereo not given)	i	-41	/	/	0.32	1182	i	44	-1.6	794	1%	1	5.5	1.8	0.3	-2%
O=C(NCCN1C(=O)S/C(=C\c2cccnc2)C1=O)C1CC(=O)N(Cc2ccco2)C1 (stereo not given)	i	-13	-4	582	1.2	1241	i	68	-3.8	1009	10%	1.1	1.7	2.5	6.9	-1%
Cc1noc(C)c1COC(=O)c1ccccc1NC(=O)Cc1ccccc1	i	13	/	/	-0.61	1245	i	41	1.2	1146	-8%	1	1.8	1.4	6.8	-8%
Cc1cccc(C(=O)NNC(=O)CCn2nnc3ccccc32)c1	i	-3	5	708	0.29	1216	i	34	1.2	1063	-1%	1	6.0	2.2	8.1	0%
CCOC(=O)N1CCN(c2ccc(C(C)=O)cc2F)CC1C (stereo not given)	i	2	-8	635	-0.17	1580	i	43	-0.8	1004	0%	1	1.8	2.1	3.5	-7%
COc1cccc(-n2cnc(=O)c3cccnc32)c1	i	2	/	/	0.14	1294	i	35	-0.3	548	-3%	1.1	1.1	2.8	4.5	-9%
CCn1cnc2c(cnn2-c2ccccc2)c1=O	i	-5	/	/	0.99	1393	i	0	5.9	1123	15%	1	4.7	2.2	15	7%
O=C(CSCC(=O)NCc1ccco1)NCc1ccco1	i	-3	17	768	0.59	1007	i	4	3.5	1087	-4%	1.1	2.0	1.6	9.4	-1%
FC(F)(F)c1nnc(-c2ccccc2)nc1Sc1ccc(Cl)cc1	i	10	16	652	0.71	1648	i	13	-1.4	1028	16%	1	2.0	1.5	9.2	18%
CN(CCc1cn[nH]c1)C(=O)CC1C(=O)NCCN1Cc1ccccc1C(F)(F)F (stereo not given)	i	-14	19	714	/	/	i	60	0.2	900	28%	1.1	4.0	2.3	5.0	-12%
CC(=O)Nc1cc(C(=O)NCc2ccco2)ccc1Sc1ccc(Cl)cc1	i	-7	-10	659	-0.29	1188	i	18	-6.8	581	-10%	1	3.2	3.3	9.7	-7%
CC1(C)CC(=O)C(CC(=O)Nc2ccc(S(N)(=O)=O)cc2)=C(O)C1	i	-1	6	732	0.24	1113	i	30	5.1	930	-21%	1.1	3.5	2.0	1.0	-19%
COc1cccc2c1C(=O)c1ccc3ccccc3c1C2=O	i	-19	-8	746	-0.08	1029	i	40	/	/	-82%	1	8.4	2.5	13	-43%
Clc1ccccc1-c1nnn(Cc2ccc(-c3nn[nH]n3)cc2)n1	i	1	6	772	-0.26	1242	i	43	-0.2	1035	-5%	1.2	2.9	2.8	8.4	1%
COCCSc1ccccc1C(=O)Nc1ccccc1C#N	i	4	10	690	0.66	1576	i	22	-4.1	1149	-5%	1.1	3.5	2.6	7.3	-4%
COc1ccc(N/N=C(C)/C(=N/O)C(=O)Nc2ccccc2)cc1	i	-1	-13	635	-0.36	1249	i	24	-2.1	1082	-50%	1.1	1.5	1.4	1.2	-53%
Clc1ccccc1OCCN1CCC(Cc2ccccc2)CC1	i	24	-24	691	-0.06	1368	i	58	0.6	1504	-10%	1.1	7.3	0.7	25	-1%
Cc1cc(C)n2c(SCc3cccs3)nnc2n1	i	-4	-9	638	-0.01	1286	i	37	/	/	-13%	1	3.0	1.5	6.7	-12%
COC(=O)c1[nH]c2cc(C)ccc2c1NC(=O)CN1CCOCC1	/	/	-12	651	-0.43	1286	i	32	1.1	1291	/	/	/	/	/	/
CCC1CCCCN1Cc1nc2c(c(=O)n(C)c(=O)n2C)n1Cc1cccc2ccccc12 (stereo not given)	/	/	-16	700	0.71	1896	i	28	-0.9	1092	8%	1	/	/	/	10%
CCN(CC)S(=O)(=O)c1ccc(C)c(NC(=O)COC(=O)C=C(C)C)c1	/	/	27	709	-1.5	1134	i	54	-1.2	1336	/	/	/	/	/	/
O=C1/C(=C\c2ccc3ccccc3c2)CCCc2ccccc21	i	43	-33	795	-0.59	588	i	4	50*	314*	8%	1.1	30*	46*	27*	11%
COC(=O)CCS(=O)(=O)c1ccc(NC(C)=O)cc1	i	-4	-1	839	1.1	831	i	29	/	/	1%	1.1	0.8	0.6	5.1	2%

High-throughput results: PubChem BioAssay, several laboratories
